PhoP GFP inhibition = Inhibition of PhoP regulon, Salmonella typhi GFP reporter cells, confirmation, 4 h (AID 1850); Salmonella Typhi PhoP-promoter GFP reporter, fluorescence, 4 h; higher % means a stronger effect; inhibition, % at 50 µM; hits with a dose series show IC50 in µM; hit rate 0.33% among 310,000; in the data active = a potency from the dose series; inconclusive = inhibition mostly from about 25% at the one dose, without a potency; inactive = the rest, 99 in 100 with inhibition below about 19%;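 note: 0% = induced wells with vehicle and 100% = uninduced wells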
VEEV TC-83 Vero = inhibitors of VEEV TC-83 cytopathic effect, confirmation, Vero cells (AID 588727); one-dose inhibition, % at 20 µM; IC50 in µM for titrated hits; Vero cells, VEEV TC-83 cytopathic effect inhibition; higher % means a stronger effect; hit rate 0.13% among 350,000; in the data active = a potency from the dose series; inconclusive = inhibition mostly from about 14% at the one dose, without a potency; inactive = the rest, 99 in 100 with inhibition below about 12%; note: strong numbers were not always called active
M. tuberculosis HTS = M. tuberculosis growth inhibition, HTS (AID 449762); M. tuberculosis H37Rv growth inhibition, 7H9 media; higher % means a stronger effect; inhibition, % at 25 µM, or IC50 in µM where a hit was titrated; hit rate 0.59% among 330,000; in the data active = a potency from the dose series; inconclusive = inhibition above about 70% without an active follow-up result;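 note: bacterial growth assessed after seven days of incubation; strong numbers were not always called active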
tuberculosis growth = growth inhibition of non-replicating M. tuberculosis (AID 488890); inhibition, % at 25 µM, or IC50 in µM where a hit was titrated; Mycobacterium tuberculosis non-replicating, growth inhibition; higher % means a stronger effect; hit rate 0.39% among 320,000; in the data active = a potency from the dose series; inconclusive = inhibition mostly from about 82% at the one dose, without a potency; inactive = the rest, 99 in 100 with inhibition below about 76%;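 note: plate controls were DMSO cells for no effect and high antibiotic wells for full effect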
H1N1 NS1A inhibition = NS1A inhibition, H1N1 influenza, cell based functional assay (AID 504329). one-dose inhibition, % at 12.5 µM; IC50 in µM for titrated hits. hit rate 0.3% among 340,000. NS1A functional cell-based assay, percent inhibition; higher % means a stronger effect; in the data active = a potency from the dose series; inconclusive = inhibition above about 27% without an active follow-up result; note: strong numbers were not always called active
VEEV TC-83 Vero 10K pilot screen = second read-out of VEEV TC-83 Vero, no call of its own (marks repeat the call); inhibition, %; measured here: 10K pilot screen inhibition
Starred values were filed as active, the others as inactive; i = inactive; ? = inconclusive; . = not tested or not shown.

SMILES	PhoP GFP inhibition	VEEV TC-83 Vero	M. tuberculosis HTS	tuberculosis growth	H1N1 NS1A inhibition	others
CCCCn1c(N)c(N(CCOC)C(=O)CSCc2c(C)noc2C)c(=O)[nH]c1=O	16%	1.3%	14%	20%	-3%
CNC[C@@H]1Oc2c(NS(C)(=O)=O)cccc2C(=O)N([C@@H](C)CO)C[C@H]1C	.	0.3%	6%	5%	5%
Cc1ccccc1C(=O)NC1CCCCCCC1	-3%	i	6%	35%	-22%
Cc1cccc(OCC(O)CN2CCN(CCN3C(=O)c4cccc5cccc(c45)C3=O)CC2)c1C (stereo not drawn)	5%	0.6%	?	?	8%
NNC(=O)c1cc(C23CC4CC(CC(C4)C2)C3)nc2ccccc12	-2%	6.2%	6%	-17%	-4%
CC(C)NC(=O)c1cc2nc(-c3ccco3)cc(C(F)(F)F)n2n1	1%	i	1%	5%	-6%
Cc1c(-c2ccccc2)c(P(=O)(N2CCOCC2)N2CCOCC2)c2ccccn12	-4%	0.6%	-2%	19%	8%
CN(C)c1cc2c(cc1NS(=O)(=O)c1ccccc1)n(C)c(=O)n2C	7%	3.1%	4%	-14%	8%
CCS(=O)(=O)c1ccc(O)c(NC(=O)NC2CCCCC2)c1	1%	i	4%	1%	-5%
COc1ccc(/C=N/NC(=O)CC2N=C(Cc3ccccc3)NNC2=O)cc1OC (stereo not drawn)	-4%	i	-1%	15%	-6%
CC(=O)Cn1ncc(N2CCOCC2)c(Br)c1=O	-3%	1.9%	-3%	2%	-7%
c1ccc(-n2ncc(-c3nn[nH]n3)n2)cc1	-14%	0.6%	-4%	12%	-18%

A portion taken from the entries so far:
SMILES	PhoP GFP inhibition	VEEV TC-83 Vero	M. tuberculosis HTS	tuberculosis growth	H1N1 NS1A inhibition	others
Cc1c(-c2ccccc2)c(P(=O)(N2CCOCC2)N2CCOCC2)c2ccccn12	-4%	0.6%	-2%	19%	8%
CN(C)c1cc2c(cc1NS(=O)(=O)c1ccccc1)n(C)c(=O)n2C	7%	3.1%	4%	-14%	8%
CCS(=O)(=O)c1ccc(O)c(NC(=O)NC2CCCCC2)c1	1%	i	4%	1%	-5%
COc1ccc(/C=N/NC(=O)CC2N=C(Cc3ccccc3)NNC2=O)cc1OC (stereo not drawn)	-4%	i	-1%	15%	-6%
CC(=O)Cn1ncc(N2CCOCC2)c(Br)c1=O	-3%	1.9%	-3%	2%	-7%

Going on with the list.
SMILES	PhoP GFP inhibition	VEEV TC-83 Vero	M. tuberculosis HTS	tuberculosis growth	H1N1 NS1A inhibition	others
COc1cccc(NC(=O)CSc2nnc(NC(=O)C3CC3)s2)c1	6%	2.2%	-8%	11%	-5%
Cc1ccc(NC(=O)CCCNC(=O)c2ccc(Cl)cc2)nc1	-10%	5.7%	-8%	0%	-5%
O=C(CSC1=NCCS1)Nc1ccc2ccccc2c1	-5%	2.1%	?	-19%	-2%
Cc1cc(C)c(C(=O)N2CCC3(CC2)OCCO3)c(C)c1	-2%	0.1%	6%	0%	0%
Cc1ccc(/C=C/c2ccc(=O)n(Cc3ccccc3Cl)n2)cc1	-1%	4.5%	3%	32%	-4%
Cc1ccc(/C=N/NC(=O)c2cc3c(ccc4ccccc43)o2)cc1[N+](=O)[O-]	-4%	i	2%	9%	-15%
COc1ccc(C(=O)N2CCC(C(=O)Nc3ccccc3C)CC2)cc1OC	-13%	0.3%	11%	10%	-6%
COc1ccc(C(CNC(=O)c2cccc(S(=O)(=O)Nc3cccc(C)c3)c2)N2CCOCC2)cc1 (stereo not drawn)	0%	i	14%	21%	-5%
Clc1ccc(-c2nc(/C=N/N3CCOCC3)c3ccccn23)cc1	0%	1.0%	0%	23%	-6%
O=C(NC(=S)NCc1cccnc1)c1cc2ccccc2o1	14%	1.3%	-2%	-6%	-2%
CC(=O)N1CCN(Cc2nc3cc(NC(=O)c4ccc(F)cc4)ccc3n2C)CC1	-6%	2.1%	1%	4%	-2%
COc1ccc(OCC(=O)Nc2ccc3c(c2)nc(CN2CCCC2)n3C)cc1	1%	1.5%	-6%	2%	-13%
O=C(/C=C/c1ccc([N+](=O)[O-])cc1)OCC(=O)N1c2ccccc2Sc2ccccc21	-15%	i	3%	-1%	4%
CCC(C)(C(=O)NC1CCCCC1)N(C)C(=O)c1ccc2c(c1)OCO2 (stereo not drawn)	-13%	i	-5%	-13%	15%	VEEV TC-83 Vero 10K pilot screen=0.9
COc1ccccc1NC(=O)C(C)n1cnc2c(oc3nc4c(cc32)CCCC4)c1=O (stereo not drawn)	3%	1.2%	-4%	3%	-4%
Cc1ccc(NC(=O)CN2C(=O)N/C(=C\c3cccn3-c3cccc(C(=O)O)c3)C2=O)cc1	.	0.9%	.	.	-4%
O=C(Nc1ncc(Cc2ccccc2)s1)C1COc2ccccc2O1 (stereo not drawn)	-2%	0.8%	20%	64%	-4%
O=C(NNC(=O)c1cccc(-n2cccc2)c1)c1ccccc1	.	6.2%	8%	13%	-5%
Cc1cccc(NC(=O)CN2C(=S)NC(C)(C)CC2C)c1C (stereo not drawn)	-2%	i	-1%	13%	19%	VEEV TC-83 Vero 10K pilot screen=0.0
COC(=O)C(CC(=O)Nc1cc(C)ccc1C)Nc1ccccc1OC (stereo not drawn)	9%	0.8%	-9%	-3%	0%
COc1ccc(Cn2nnnc2C(c2ccccc2OC)N2CCC(C(N)=O)CC2)cc1 (stereo not drawn)	7%	1.3%	-12%	-5%	-2%
CN(CC(=O)Nc1cccc(F)c1)C(=O)CNC(=O)Cc1cccc2ccccc12	.	6.0%	.	.	-7%
Cc1ccc(C)c(S(=O)(=O)N2CCN(C(=O)Cc3ccccc3)CC2)c1	-1%	1.8%	-5%	15%	-5%
CSC1=N/C(=C\c2ccc(C)cc2)C(=O)S1	8%	6.6%	4%	?	5%

Next part; it opens with the two that closed the last part.
SMILES	PhoP GFP inhibition	VEEV TC-83 Vero	M. tuberculosis HTS	tuberculosis growth	H1N1 NS1A inhibition	others
Cc1ccc(C)c(S(=O)(=O)N2CCN(C(=O)Cc3ccccc3)CC2)c1	-1%	1.8%	-5%	15%	-5%
CSC1=N/C(=C\c2ccc(C)cc2)C(=O)S1	8%	6.6%	4%	?	5%
Cn1cccc1-c1cc(C(=O)N/N=C/c2cc(Br)ccc2O)[nH]n1	5%	10%	9%	-7%	13%
COc1ccc(NC(=O)CN(C)C2CCCCC2)cc1Cl	10%	0.9%	-6%	.	-4%
O=C(NN1C(=O)c2ccccc2NC12CCCCC2)c1ccccc1	-7%	1.0%	-3%	-2%	-8%
CC1CCN(C(=O)CSc2nc3ccccc3s2)CC1	8%	0.4%	-3%	64%	3%
Cc1snc(SCC(=O)c2ccc(Cl)cc2)c1C#N	-2%	i	23%	?	2%
COc1ccc(NC(=O)Nc2ccc3c(c2)C(=O)N([C@H](C)CO)C[C@H](C)[C@@H](CN(C)S(=O)(=O)c2cccs2)O3)cc1	.	8.8%	3%	28%	-2%
Cn1c(C2=C(O)CN(c3ccc4c(c3)OCCO4)C2=N)nc2ccccc21	4%	0.5%	-3%	2%	-4%
Cc1cc(C)n(CC(O)COc2ccc(Cl)cc2Cl)n1 (stereo not drawn)	7%	0.5%	8%	25%	-6%
COc1cc(/C=N/NC(=S)NCC2CCCO2)cc(OC)c1OC (stereo not drawn)	-13%	3.1%	7%	4%	-19%
Cc1ccc2[nH]c(C)c(/C=N/Nc3nc4ccccc4s3)c2c1	-1%	0.1%	4%	9%	5%
CC1(NC(=O)C23CC4CC(CC(C4)C2)C3)CCS(=O)(=O)C1 (stereo not drawn)	-6%	1.9%	0%	-4%	-7%
CSc1nc(SCC(=O)NCC2CCCO2)c2c3c(sc2n1)CN(C)CC3 (stereo not drawn)	5%	i	-6%	46%	.

5 records drawn at random from the list so far:
SMILES	PhoP GFP inhibition	VEEV TC-83 Vero	M. tuberculosis HTS	tuberculosis growth	H1N1 NS1A inhibition	others
O=C(NN1C(=O)c2ccccc2NC12CCCCC2)c1ccccc1	-7%	1.0%	-3%	-2%	-8%
Cn1c(C2=C(O)CN(c3ccc4c(c3)OCCO4)C2=N)nc2ccccc21	4%	0.5%	-3%	2%	-4%
COc1cc(/C=N/NC(=S)NCC2CCCO2)cc(OC)c1OC (stereo not drawn)	-13%	3.1%	7%	4%	-19%
CC1(NC(=O)C23CC4CC(CC(C4)C2)C3)CCS(=O)(=O)C1 (stereo not drawn)	-6%	1.9%	0%	-4%	-7%
COc1ccc(NC(=O)CN(C)C2CCCCC2)cc1Cl	10%	0.9%	-6%	.	-4%

Going on with the list:
SMILES	PhoP GFP inhibition	VEEV TC-83 Vero	M. tuberculosis HTS	tuberculosis growth	H1N1 NS1A inhibition	others
Cc1nn(-c2ccccc2)c(C)c1/C=C/C(=O)OCC(=O)Nc1ncc(C(F)(F)F)cc1Cl	-2%	0.1%	-1%	-17%	-2%
CSCCC(NC(=O)OC(C)(C)C)C(=O)NC(C(=O)NC(CC(C)C)C(N)=O)C(C)C (stereo not drawn)	0%	3.6%	-3%	-51%	-12%
CCc1noc(C)c1C(=O)N1CCCC(C(=O)c2cc(F)ccc2OC)C1 (stereo not drawn)	-8%	i	4%	7%	-6%
COc1ccc(NC(=O)Nc2ccc3[nH]ccc3c2)cc1	8%	i	-1%	-8%	.
O=[N+]([O-])c1ccccc1/C=N/n1c(-c2cccnc2)n[nH]c1=S	-5%	0.4%	-2%	-8%	1%
O=C(O)c1ccccc1NC(=O)C1C2C=CC(C2)C1C(=O)O (stereo not drawn)	5%	i	-3%	30%	-9%
COc1cccc(/C=C2\CCCCC2=O)c1	-8%	0.6%	7%	12%	-25%
COc1ccc(/C(C)=N\Nc2nc(-c3ccccc3)cc(=O)[nH]2)cc1	-3%	1.4%	8%	7%	2%
CCOc1ccccc1NC(=O)c1ccoc1C	6%	1.3%	1%	3%	18%
Nc1nccc(-c2ccc(-n3cccc3)cc2)n1	-2%	2.0%	11%	8%	-1%
CCOC(=O)c1cn2nc(N3CCCC3)ccc2n1	-2%	i	-3%	-2%	7%
CC1=CCC2C(=O)N(c3cccc(C(=O)NCc4ccccc4)c3)C(=O)C2C1 (stereo not drawn)	5%	0.7%	5%	-3%	-15%
COc1ccc2c(c1)CCCC21NC(=O)N(CC(=O)NC(=O)NCc2ccccc2)C1=O (stereo not drawn)	5%	1.6%	1%	10%	7%
CCNC(=S)NNC(=O)c1cc(-c2cccc(C)c2)nc2ccccc12	-10%	i	23%	51%	0%
O=C(O)C1CCCN1C(=O)OCC1c2ccccc2-c2ccccc21 (stereo not drawn)	3%	1.0%	1%	-11%	-3%
Cc1ccc(C(=O)COC(=O)CN2C(=O)C3C4CC(C(Br)C4Br)C3C2=O)cc1 (stereo not drawn)	6%	0.7%	-3%	-1%	-6%
CC(C)(C)S(=O)(=O)c1ccccc1C(=O)O	6%	0.7%	-3%	-7%	2%
Cc1ccc(S(=O)(=O)N2CCOCC2)cc1C(=O)OCC(=O)Nc1ccc2c(c1)OCO2	-5%	9.0%	-7%	22%	6%
O=C(NCc1ccc(F)cc1)C1CCC(=O)N1CCc1ccccc1 (stereo not drawn)	-6%	0.4%	-9%	.	2%

Screening data as filed in PubChem BioAssay.
